S2 tox: Viability Counterscreen for Primary qHTS for Inhibitors of ATXN expression. Potency, µM (highest dose often 56.7 µM), most hits filed as cytotoxic. AID 651635, 2014. 400,000 tested, 0.49% active. S2 cells (HEK-293 line with an ATXN2-luciferase reporter) viability, CellTiter-Fluor protease fluorescence, 24 h; also: potency is read from the fitted curve at half-maximal effect; nearly all actives have a fitted effect of over 40% in size
TGFb inhibitor: qHTS for Inhibitors of TGF-b; AID 588855, 2011; Potency, µM (doses to about 46.1 µM), for inactives: at the top dose activity, negative = inhibition, actives largely listed as inhibitors; 410,000 tested, 1.2% active; HepG2 CAGA-GFP TGF-b/SMAD3 reporter, GFP fluorescence, 18 h; TGF-beta stimulated, 500 pg/mL final; also: potency is read from the fitted curve at half-maximal effect; % is scaled to controls: 0 for no effect and ±100 for the full control effect; nearly all actives have a fitted effect of over 65% in size
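Inhibition of TGF-beta-driven CAGA-GFP reporter expression in HEPG2 cells is measured by cellular GFP fluorescence after 18 h stimulation with 500 pg/mL recombinant TGF-beta in 1% FBS medium at 37 degrees C.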
A549 viability: Nrf2 qHTS screen for inhibitors: counterscreen for cytotoxicity; A549 ARE-Fluc cells, CellTiter-Fluor viability, 18-24 h; Potency, µM (top dose mostly 46 µM), inactives show top-dose activity change, negative = cytotoxicity, hits mostly inhibitors; 390,000 tested, 0.16% active; AID 504648, 2011; also: potency is read from the fitted curve at half-maximal effect; % is scaled to controls: 0 for no effect and ±100 for the full control effect
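A549 ARE-Fluc cells in 5% FBS OPTI-MEM, 5000 cells/well, rested 2 h then exposed to compounds in concentration-response for 18-24 h at 37 °C. Viability by CellTiter-Fluor fluorescence (Ex 405/Em 525) after 30 min; luciferase luminescence (BugLite, 15 min, RT) read afterwards.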
ATXN2 expr inh: Primary qHTS for Inhibitors of ATXN expression | HEK-293 ATXN2-luciferase reporter, luminescence, 24 h | Potency, µM (top dose mostly 57 µM), for the others: top-dose activity change, negative = inhibition, hits mostly inhibitors | 360,000 tested, 0.72% active; also: potency is read from the fitted curve at half-maximal effect; % is scaled to controls: 0 for no effect and ±100 for the full control effect; nearly all actives have a fitted effect of over 55% in size
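qHTS (up to 57 uM final) was run with 24 h compound exposure of reporter cells at 37 °C. Each well was multiplexed: SteadyGlo luminescence measured ATXN2-luciferase expression after a fluorogenic Gly-Phe-AFC viability readout (25 uM final).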
Nrf2 block: Nrf2 qHTS screen for inhibitors | A549 ARE-Fluc reporter, luciferase luminescence, 18-24 h | Potency, µM (top dose mostly 46 µM), for inactives: at the highest dose activity change, negative = inhibition, most hits filed as inhibitors | 360,000 tested, 2.1% active; also: potency is read from the fitted curve at half-maximal effect; % is scaled to controls: 0 for no effect and ±100 for the full control effect; nearly all actives have a fitted effect of over 60% in size
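Reporter: ARE-Fluc in A549. Exposure: 18-24 h, 37 °C, 5% CO2, 5% FBS OPTI-MEM. Readouts: fluorescent cytotoxicity (CellTiter-Fluor), then luminescent Nrf2 signal after BugLite.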
IL1B secr inh: qHTS for Inhibitors of Inflammasome Signaling: IL-1-beta AlphaLISA Primary Screen. THP-1 LPS/ATP IL-1B secretion, AlphaLISA, 16 h; active compounds read low. 360,000 tested, 4.7% active. activity change, % at 57.5 µM; in the data active = activity change below about -50%; inconclusive = mostly about -30% to -49%; also: % is scaled to controls: 0 for no effect and ±100 for the full control effect
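Secreted IL-1B measured by AlphaLISA bead assay after 16 h compound exposure of THP-1 cells; compounds (final up to 57.5 uM) added 1 h before LPS (250 ng/mL) and ATP (1.25 mM) stimulation; lower signal means less secretion.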
MCF10A rerep: A quantitative high throughput screen for small molecules that induce DNA re-replication in MCF 10a normal breast cells; MCF 10A DNA re-replication, Hoechst nuclear intensity, 48 h; 350,000 tested, 2.9% active; Potency, µM (titrated, usually from 46.1 µM), inactives show at the top dose activity, positive = re-replication, actives largely listed as activators; also: potency is read from the fitted curve at half-maximal effect; % of control where 0% means no effect; nearly all actives have a fitted effect of over 50% in size
Nrf2 ARE act: qHTS of Nrf2 Activators. AREc32 ARE-luciferase reporter (MCF7-derived line), luminescence, 24 h. Potency, µM (titrated, usually from 46.1 µM), for the others: at the top dose activation, usual class: activators. 410,000 tested, 0.31% active; also: potency is read from the fitted curve at half-maximal effect; % of control where 0% means no effect; nearly all actives have a fitted effect of over 65% in size
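Luminescent ARE reporter assay in AREc32_Fluc cells: overnight plating at 37 deg C, 24 hr compound incubation, Steady-Glo added, 30 min RT before reading.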
HepG2 tox: qHTS for Inhibitors of TGF-b: Cytotox Counterscreen | HepG2 CAGA-GFP viability, ATP luminescence, 18 h | Potency, µM (highest dose often 46.1 µM), for inactives: top-dose activity change, negative = cytotoxicity, hits mostly cytotoxic | AID 588856, 2011 | 410,000 tested, 0.76% active; also: potency is read from the fitted curve at half-maximal effect; some results filed as inactive show a strong effect at the top dose
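HepG2 CAGA-GFP cells (1000/well, DMEM with 1% FBS) received compound, then TGF-beta at 500 pg/mL final, and were incubated 18 hours at 37 degrees C. Viability was read by CellTiter-Glo luminescence. Media-only wells were set as complete cell-killing and DMSO as no toxicity.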
Starred values were filed as active, the others as inactive; i = inactive; u = inconclusive; x = no result given; & = joins results of further samples; [ ] = dose if it differs, or a comment. Unless noted, calls follow the shape of the dose curve; as a rule, active = well fitted curve in the direction sought with a large enough effect; inconclusive = small, poorly fitted or top-dose-only effect, or another doubt; inactive = no such curve, though single readings can be large; an effect the other way counts as inactive or inconclusive.

SMILES | S2 tox | TGFb inhibitor | A549 viability | ATXN2 expr inh | Nrf2 block | IL1B secr inh | MCF10A rerep | Nrf2 ARE act | HepG2 tox
Cc1ccc(C)c(CN2CCC(n3nccc3NC(=O)CCCc3ccccc3)CC2)c1 | i | u | -5% | -20% | -7% | u | 25% | -0.5% | -29%
O=C(Nc1cccc(S(=O)(=O)NC2=NCCC2)c1)c1ccc(F)cc1 | u | -13% | 1% | x | u | 13 | 1% | -0.7% | -4%
CCc1noc(C)c1C(=O)N1CC(C)OC(C)C1 (stereo not given) | i | 0% | 4% | -7% | 9% | -15 | 1% | -0.7% | 2%
Cc1cc2c(=O)cc(-c3ccccc3)oc2c(C(=O)O)c1C | i | 26% | x | 17% | x | -8 | x | -1.0% | -1%
CNc1ccccc1C(C)(C)c1cc(-c2ccc(F)cc2)no1 | i | u | -15% | 0% | 8.2µM* | -8 | -5% | -0.7%[9.22 µM] | -28%
Cc1ccc2c(c1)-c1onc(C(=O)N3CCN(c4cc(C)ccc4C)CC3)c1CO2 | i | 24% | -1% | 3% | -8% | x | x | -1.3% | -1%
CC1CCCCN1CCCNC(=O)CN1C(=O)CSc2ccc(S(=O)(=O)N3CCOCC3)cc21 (stereo not given) | i | 10%&15% | 0%&15% | 5% | 2% | 4 | 0% | 0.0%&-0.9% | 4%&2%
CC(CCN1CCN(c2ccccc2)CC1)c1ccccc1 (stereo not given) | i | -5% | 4% | 1% | 11% | 12 | 14% | 0.2% | -12%
CCCn1c(SCC(=O)N(CC)c2c(N)n(Cc3ccccc3)c(=O)[nH]c2=O)nnc1-c1ccncc1 | u | 16% | 1% | -11% | 14% | -10 | -4% | 0.0% | 8%
COC(=O)C[N+](C)(C)CC#Cc1ccccc1 | i | 11% | -2% | 16% | 15% | 24 | -3% | -0.1% | 11%
COc1cccc2cc(C(=O)C3=C(O)C(=O)N(CCN4CCOCC4)C3c3ccc(C(C)(C)C)cc3)oc12 (stereo not given) | i | -7% | 2% | x | 3% | 4 | -1% | -0.1% | -1%
COc1ccc(/C=C/C(=O)OCC(=O)N2CCc3ccccc32)cc1 | i | -11% | 5% | -9% | -16% | -2 | -4% | -0.1% | -3%
O=C1C2C3C=CC(CC3)C2C(=O)N1c1ccc(Br)cc1 (stereo not given) | i | -9% | x | x | x | -7 | x | 0.0% | -3%
CCN(CC)S(=O)(=O)c1cccc(NC(=O)c2ccc(Sc3nncn3C)c([N+](=O)[O-])c2)c1 | i | u | -2% | x | -1% | -9 | 2% | 0.3% | -32%
COc1ccc(Nc2nc(N/N=C/c3ccc(N(C)C)cc3)nc(C)c2[N+](=O)[O-])cc1 | i | -14% | -17% | -15% | -14% | 5 | 5% | 2.5% | -21%
N=c1c2c3c(sc2ncn1CCCO)CCCC3 | u | 2% | -2% | -3% | x | 19 | 6% | 2.3% | 2%
Cc1cccc(C2c3[nH]c4ccccc4c3CCN2C(=O)c2ccc(=O)[nH]c2)n1 (stereo not given) | i | 25% | 4% | -6% | u | 32 | -2% | 2.6% | 38%
CC(=O)Nc1nc2ccccc2n1CCN1CCOCC1 | i | 2% | 2% | 4% | -23% | -5 | 4% | 0.1% | 2%
Cn1c(CCNC(=O)c2ccccc2Cl)n[nH]c1=S | i | 12% | 1% | -4% | 13% | 6 | -3% | -1.0% | -27%
CCCCOCCCNC(=O)C[C@@H]1C[C@@]2(C(=O)OCC)CCCC=C2N(Cc2ccco2)C1=O | i | x | x | -1% | x | -3 | x | 2.1% | x
COc1cccc(C(=O)Nc2nnc(-c3ccccc3)s2)c1 | i | 0% | 4% | 20% | u | -19 | 9% | -0.8% | -7%
Cc1c(O)c2ccccc2n(-c2ccccc2)c1=O | i | 16% | -2% | -8% | 5% | 13 | -1% | -0.3% | -1%
Cc1oc2c(C)c3oc(=O)c(CC(=O)N4CCCCC4)c(C)c3cc2c1C | x | -16% | -4% | x | 17% | x | x | -0.2% | -1%
O=C(NCCN1C(=O)S/C(=C\c2ccc(OC(F)F)cc2)C1=O)[C@@H]1CCCN1C(=O)c1cccs1 | i | -16% | -1% | -4% | -1% | u | -3% | 5.7% | -22%

Some of the entries above, set out differently.
Screens in order: S2 tox, TGFb inhibitor, A549 viability, ATXN2 expr inh, Nrf2 block, IL1B secr inh, MCF10A rerep, Nrf2 ARE act, HepG2 tox
CCN(CC)S(=O)(=O)c1cccc(NC(=O)c2ccc(Sc3nncn3C)c([N+](=O)[O-])c2)c1
  i, u, -2%, x, -1%, -9, 2%, 0.3%, -32%
Cc1oc2c(C)c3oc(=O)c(CC(=O)N4CCCCC4)c(C)c3cc2c1C
  x, -16%, -4%, x, 17%, x, x, -0.2%, -1%

Other records:
SMILES | S2 tox | TGFb inhibitor | A549 viability | ATXN2 expr inh | Nrf2 block | IL1B secr inh | MCF10A rerep | Nrf2 ARE act | HepG2 tox
C=CCn1c(CNC(=O)c2ccccc2C)nnc1SCC(=O)NC1CCCC1 | i | 7% | 1% | 5% | 1% | 29 | -4% | 4.2% | 5%
CCOC(=O)Cn1nnnc1C(CC)N(Cc1cccs1)Cc1cc2ccc(OC)cc2[nH]c1=O (stereo not given) | u | 5% | 3% | 0% | 2% | 3 | 11% | 3.0% | -47%
CCc1cc(=O)oc2cc(C)cc(OC(C)C(=O)NCC(O)c3ccccc3)c12 (stereo not given) | i | 18% | 7% | -7% | -6% | 3 | -4% | -2.1% | 3%
COc1ccc(/C=C2/C(=O)ON=C2C)cc1Cl | i | -20% | -14% | -19% | -18% | -25 | u | -0.2% | -21%
O=c1cc(Cc2ccc([N+](=O)[O-])cc2)[nH]c(=O)[nH]1 | i | -20% | 2% | 8% | 3% | -1 | 0% | -0.8% | 5%
CC(OC(=O)c1cnccn1)C(=O)Nc1nc(-c2cccc([N+](=O)[O-])c2)cs1 (stereo not given) | i | -9% | 5% | x | 4% | -20 | 0% | 13% | -6%
COc1ccc(NS(=O)(=O)c2cccc(Cl)c2)cc1S(=O)(=O)N1CCCCC1 | i | u | -1% | -3% | u | 2 | 4% | -0.2% | -20%
CN(CC(=O)Nc1cccc(F)c1)C(=O)c1ccc2c(c1)CC(c1ccccc1)OC2=O (stereo not given) | u | 12% | -12% | -37% | 4% | -13 | 18µM* | 0.0% | -10%
Cn1cnc(S(=O)(=O)N2CCN(c3ccccc3)CC2)c1 | i | 16% | -1% | x | 4% | -5 | -2% | -0.3% | 29%
CC(=O)c1csc(CS(=O)(=O)c2ccccn2)n1 | i | -22% | 6% | x | -12% | -1 | 0% | -0.8% | 2%
O=C(CCSc1ccccc1)NC1CCCC1 | i | -12% | 1% | 17% | 0% | 35 | 0% | 1.1% | -11%
COc1cccc(CNC(=O)C2CCN(c3ncnc4c3nc3n4CCCCC3)CC2)c1 | i | u | 8%&5% | x | 0%&11% | 6 | -2% | -0.2%&1.0% | -20%&-2%
CN1C(=O)/C(=C/c2ccc(OCc3cccc(F)c3)cc2)NC1=S | i | 6% | -12% | -22% | u | 14 | u | 2.4% | -6%
Cc1nn(CCCC(=O)NCc2ccc(F)cc2)c(=O)c2nccn12 | x | 3% | 1% | -13% | 1% | 2 | u | 0.3% | 2%
O=c1[nH]c(C2CCCN(S(=O)(=O)c3ccccc3)C2)nc2c1nnn2Cc1cccc(Cl)c1 (stereo not given) | u | u | 0% | -13% | 1% | 13 | u | 3.6% | 18%
CCS(=O)(=O)N1CCN(S(=O)(=O)c2ccccc2)CC1 | u | -11% | 2% | -19% | 2% | 8 | 2% | 0.0% | 0%
CC(C)Sc1ncc(Cl)c(C(=O)Nc2ccc(S(=O)(=O)N3CCCCC3)cc2)n1 | i | -2% | -1% | 3% | u | x | x | -0.7% | 3%
COc1ccc(-c2ccc(C(=O)NCc3ccc(C(F)(F)F)cc3)c3occc23)c(C)c1 | i | -12% | x | 3% | x | -22 | x | 1.0% | -28%
CC(=O)C1C(c2ccc(F)c(F)c2)NC(=O)NC1(O)C(F)(F)F (stereo not given) | i | 27% | 15% | 0% | x | -15 | -23% | 3.0% | -5%
Cc1cc(OC(C)C(=O)N(Cc2cccs2)C2CCS(=O)(=O)C2)ccc1Cl (stereo not given) | i | -12% | 1% | -8% | 16% | -19 | 0% | 0.0% | -4%
CC1C(=O)N(Cc2ccccc2)c2ccccc2N1C(=O)c1ccccc1 (stereo not given) | i | -8% | 0% | -19% | u | 0 | 1% | -0.9% | -11%
O=C(CCCc1nc(-c2ccc(Cl)cc2)no1)Nc1cccnc1 | i | u | x | -23% | 10µM* | 35 | 12% | -1.0% | -3%
O=C(Cn1cc2c(n1)CCCC2)NCCCN1CCN(c2ccccc2F)CC1 | i | -17% | -2% | 2% | 17% | -10 | 1% | -0.5% | -32%
COc1cccc(-c2cn(-c3cccc(C(F)(F)F)c3)c(=S)[nH]2)c1 | i | 1% | -2% | -1% | -2% | 24 | -14% | 2.7% | -11%
N#CCCN(C(=O)COc1ccc(C#N)cc1)c1ccc(F)cc1 | i | 8% | 2% | -3% | 5% | 10 | 1% | 0.4% | 10%
Cc1cccc(CCNC(=O)c2ccc3c(c2)N(Cc2ccccc2F)C(=O)c2ccccc2S3)c1 | x | 0% | 12% | x | x | x | x | 1.0% | -8%
CC(C)c1ccc(NC(=O)C2CCCN(S(=O)(=O)c3ccc4[nH]c(=O)ccc4c3)C2)cc1 (stereo not given) | x | x | u | x | u | x | x | 0.0% | -15%
COC(=O)C1=C(C(=O)OC)[C@@H]2Nc3ccccc3[C@@]23C[C@@H](C(=O)OC)N(C(=O)COCc2ccccc2)C3=N1 | i | u | -2% | -17% | -6% | 41 | 6% | -0.4% | 1%

Compound activity as filed in PubChem.
